Assay outcomes deposited in PubChem by several laboratories.
DSG3 Ab inh – human desmoglein-3 autoantibody binding inhibition | P32926 | DSG3-coupled beads, scFv-anti-DSG3-GFP binding, flow cytometry; stronger effect = lower value | binding (percent of control), % at 10 µM | 310,000 compounds, 0.48% hits;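 active = binding more than 3 SD below its plate's average and above zero; inconclusive = below that plate limit but binding exactly zero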;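 note: hits lower antibody fragment binding to DSG3; some compounds called inactive have numbers as strong as hits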
Target sequence (P32926 whole entry, looked up, the tested form may be a part): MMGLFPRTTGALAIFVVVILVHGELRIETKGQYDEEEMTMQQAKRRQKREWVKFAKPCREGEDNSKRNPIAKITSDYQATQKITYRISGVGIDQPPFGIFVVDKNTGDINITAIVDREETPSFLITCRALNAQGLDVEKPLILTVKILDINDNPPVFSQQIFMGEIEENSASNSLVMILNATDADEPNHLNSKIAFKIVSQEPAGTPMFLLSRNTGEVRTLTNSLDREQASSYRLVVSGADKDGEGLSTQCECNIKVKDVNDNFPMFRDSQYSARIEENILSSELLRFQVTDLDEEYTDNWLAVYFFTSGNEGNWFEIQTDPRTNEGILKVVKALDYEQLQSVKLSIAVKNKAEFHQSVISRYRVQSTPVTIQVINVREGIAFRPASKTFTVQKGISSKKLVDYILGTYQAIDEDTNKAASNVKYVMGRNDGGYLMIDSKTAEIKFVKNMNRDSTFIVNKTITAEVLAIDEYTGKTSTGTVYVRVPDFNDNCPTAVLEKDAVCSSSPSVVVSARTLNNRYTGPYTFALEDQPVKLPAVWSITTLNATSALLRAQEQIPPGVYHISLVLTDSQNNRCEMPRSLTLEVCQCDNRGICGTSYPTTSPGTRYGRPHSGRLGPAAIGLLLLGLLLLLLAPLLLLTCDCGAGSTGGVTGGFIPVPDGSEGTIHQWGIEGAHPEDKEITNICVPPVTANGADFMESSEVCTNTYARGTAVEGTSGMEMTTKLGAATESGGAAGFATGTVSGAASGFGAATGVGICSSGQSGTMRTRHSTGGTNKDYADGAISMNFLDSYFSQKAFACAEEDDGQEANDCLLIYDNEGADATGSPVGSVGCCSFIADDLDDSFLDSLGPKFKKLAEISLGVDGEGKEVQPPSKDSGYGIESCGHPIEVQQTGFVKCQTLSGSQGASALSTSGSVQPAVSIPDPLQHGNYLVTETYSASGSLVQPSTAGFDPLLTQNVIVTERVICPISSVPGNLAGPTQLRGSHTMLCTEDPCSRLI
Arrestin-AP2 inh – human beta-arrestin and AP2 interaction inhibition. FITC-arrestin peptide / GST-AP2 beads, flow cytometry; AP2 beta2 appendage carries R879A mutation. inhibition, % at 10 µM. 340,000 compounds, 0.31% hits. AID 504490;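 active = inhibition above a set limit, near 3 SD of compounds lacking own fluorescence, cut at about 54% in these data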;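 note: plate controls were DMSO wells for no effect and 5 µM unlabelled arrestin peptide for full effect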
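Measured by: flow cytometry, FL1 (488/535 nm); Material: AP2 appendage R879A on GSH beads; Evaluation: percent response; Timing: pre-incubation 12 min, peptide binding 1 h, room temperature; Also added: 50 nM FITC-arrestin peptide; Medium: PBS with 0.05% Tween 20 and 0.1% BSA.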
cardiac RTF act – increases calcium sensitivity of human cardiac regulated thin filaments. P19429+P45379. IANBD-labeled TnC RTF fluorescence at EC20 calcium; 0% EC20 calcium, 100% full calcium. activation, % at 7.2 µM. 340,000 compounds, 0.24% hits. AID 493008;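 active = activation above the mean over all tested compounds plus 3 SD, cut at about 30% in these data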;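 note: rise in fluorescence read as greater calcium sensitivity of cardiac thin filaments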
Keap1-Nrf2 PPI – Keap1-Nrf2 (human) interaction inhibition; Q14145; Keap1 Kelch-Nrf2 peptide fluorescence polarization, 1536-well; inhibition, % at 9.4 µM; 340,000 compounds, 0.15% hits; AID 504523; in the data active = inhibition above about 12%; inconclusive = no clear call, values can overlap the other calls; inactive = below about 7.3%;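 note: human Keap1 Kelch domain with fluorescein labeled Nrf2 9mer peptide probe; 0% = neutral control wells and 100% = peptide positive control; higher means more block of Keap1 binding to Nrf2 peptide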
V-ATPase pH – alters yeast V-ATPase proton transport; S. cerevisiae, pHLuorin cytosolic pH fluorescence; response, % at 10 µM; 350,000 compounds, 0.37% hits; AID 504577; in the data active = response mostly above about 7.3%, no sharp cut-off; inactive = mostly below about 5.4%; note: actives read high; inactives centre near 0; some compounds called inactive have numbers as strong as hits; reference of the scale not given here
RTF Ca sens inh – cardiac RTF calcium desensitization; IANBD-labeled cardiac RTF, Ca2+ fluorescence; 340,000 compounds, 0.12% hits; inhibition, % at 7.15 µM; P19429+P45379;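 active = inhibition above the mean inhibition of all tested compounds plus 3 SD, cut at about 17% in these data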;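 note: assay run at fixed EC70 calcium of 1.6 mM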
Wnt act – activators of Wnt/beta-catenin signaling | Wnt/beta-catenin reporter cell assay, activator, plate reader | AID 743398 | activation, % at 9.35 µM | 300,000 compounds, 1.2% hits; in the data active = activation above about 30%, passing the limit was not always enough; inconclusive = no clear call, values can overlap the other calls;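 note: 0% = neutral control wells and 100% = positive control wells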
MOR-DOR ag – agonists of human mu-delta opioid receptor heterodimerization; cells, OPRM1-OPRD1 heterodimerization, luminescence; activation, % at 9.3 µM; 340,000 compounds, 0.3% hits; in the data active = activation above about 18%;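 note: 0% = vehicle-treated cells and 100% = reference agonist; values of inactives mirror those of a sister screen read the other way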
MOR-DOR inv ag – inverse agonists of human mu-delta opioid receptor heterodimerization; P35372+P41143; cell-based MOR-DOR heterodimer luminescence, inverse agonism; inhibition, % at 9.3 µM; 340,000 compounds, 0.21% hits; AID 504357; in the data active = inhibition above about 22%, passing the limit was not always enough;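 note: 0% = cells with DMSO and 100% = wells without cells with DMSO; values of inactives mirror those of a sister screen read the other way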
C-LANA FP – KSHV C-LANA DNA binding inhibition | 340,000 compounds, 0.078% hits | MBP-C-LANA/FAM-LBS DNA binding, fluorescence polarization | inhibition, % at 9 µM;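 active = highest replicate inhibition at or above 60% at 9 µM, even if other replicates fall short; inactive = all replicates below 60% inhibition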;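 note: 0% = neutral control wells and 100% = 4 µM acridine orange control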
The depositor's hits bear a star.

What do the screens show for `COc1ccc(-c2cc(-c3nnc(COC(=O)CC4CCCC4)o3)c3ccccc3n2)cc1OC`?
DSG3 Ab inh: 87; Arrestin-AP2 inh: 29; cardiac RTF act: 2; Keap1-Nrf2 PPI: -2; V-ATPase pH: 4; RTF Ca sens inh: -4; Wnt act: -2; MOR-DOR ag: -1.9; MOR-DOR inv ag: 9; C-LANA FP: 1.0

What do the screens show for `CCN(c1ccccc1)S(=O)(=O)c1cc(C(=O)OCC(=O)c2c(N)n(C)c(=O)n(C)c2=O)ccc1C`?
DSG3 Ab inh: 100; Arrestin-AP2 inh: 7; cardiac RTF act: -2; Keap1-Nrf2 PPI: -6; V-ATPase pH: -1; RTF Ca sens inh: 0; Wnt act: 0; MOR-DOR ag: -0.9; MOR-DOR inv ag: 3; C-LANA FP: 0.7

How did CCOc1ccc(C(C)NC(=S)NC2CCCCC2)cc1OCC (centres undefined) do in these assays?
DSG3 Ab inh: 98; Arrestin-AP2 inh: 5; cardiac RTF act: 3; Keap1-Nrf2 PPI: 0; V-ATPase pH: -2; RTF Ca sens inh: 4; Wnt act: -1; MOR-DOR ag: -0.9; MOR-DOR inv ag: 5; C-LANA FP: 0.9

What do the screens show for `O=C1OCCC1Sc1nnc(-c2ccco2)n1-c1ccccc1` (centres undefined)?
DSG3 Ab inh: 116; Arrestin-AP2 inh: -22; cardiac RTF act: 6; Keap1-Nrf2 PPI: -3; V-ATPase pH: 0; RTF Ca sens inh: -3; Wnt act: -18; MOR-DOR ag: -1.3; MOR-DOR inv ag: 6; C-LANA FP: -0.5

Results for CN(C)/C=N/C(=S)Nc1ccccc1Cl ?
DSG3 Ab inh: 105; Arrestin-AP2 inh: 4; cardiac RTF act: -5; Keap1-Nrf2 PPI: -3; V-ATPase pH: 0; RTF Ca sens inh: 1; Wnt act: 7; MOR-DOR ag: -2.5; MOR-DOR inv ag: 13; C-LANA FP: -3.1

What do the screens show for `O=c1ccc(-c2ccccc2)no1`?
DSG3 Ab inh: 112; Arrestin-AP2 inh: 20; cardiac RTF act: 2; Keap1-Nrf2 PPI: -3; V-ATPase pH: -4; RTF Ca sens inh: -7; Wnt act: 6; MOR-DOR ag: 1.1; MOR-DOR inv ag: -5; C-LANA FP: -2.5

Results for COc1ccc(S(=O)(=O)N2CCOC23CCN(S(=O)(=O)c2ccc(Cl)cc2)CC3)cc1 ?
DSG3 Ab inh: 101; Arrestin-AP2 inh: -6; cardiac RTF act: 7; Keap1-Nrf2 PPI: 6; V-ATPase pH: 0; RTF Ca sens inh: -7; Wnt act: -1; MOR-DOR ag: -0.3; MOR-DOR inv ag: 2; C-LANA FP: 0.0

Results for O=C(c1ccc(OC2CCN(Cc3cccc(OCCO)c3)CC2)cc1)N1CCCC1 ?
Arrestin-AP2 inh: -16; cardiac RTF act: -5; Keap1-Nrf2 PPI: -2; V-ATPase pH: 0; RTF Ca sens inh: 4; Wnt act: -1; MOR-DOR ag: -2.2; MOR-DOR inv ag: 12; C-LANA FP: -1.1

How did Cc1cn(C2CCCCC2)c(=O)[nH]c1=O do in these assays?
DSG3 Ab inh: 88; Arrestin-AP2 inh: 5; cardiac RTF act: -6; Keap1-Nrf2 PPI: -6; V-ATPase pH: -3; RTF Ca sens inh: 1; Wnt act: -3; MOR-DOR ag: -2.0; MOR-DOR inv ag: 10; C-LANA FP: 0.1

Results for Cc1ccc(S(=O)(=O)NCCC2=CCCCC2)cc1 ?
DSG3 Ab inh: 96; Arrestin-AP2 inh: 2; cardiac RTF act: -1; Keap1-Nrf2 PPI: -4; V-ATPase pH: 2; RTF Ca sens inh: 2; Wnt act: 0; MOR-DOR ag: 4.5; MOR-DOR inv ag: -24; C-LANA FP: 0.0

How did CCC(C)(C)n1nnnc1C(c1cc2cc(OC)ccc2[nH]c1=O)N1CCc2ccccc21 (centres undefined) do in these assays?
DSG3 Ab inh: 102; Arrestin-AP2 inh: 18; cardiac RTF act: -3; Keap1-Nrf2 PPI: 0; RTF Ca sens inh: -7; MOR-DOR ag: 7.1; MOR-DOR inv ag: -38; C-LANA FP: 0.0

What do the screens show for `CCOC(=O)C(Cc1ccc(Cl)cc1Cl)c1ccno1` (centres undefined)?
DSG3 Ab inh: 100; Arrestin-AP2 inh: -10; cardiac RTF act: 3; Keap1-Nrf2 PPI: -2; V-ATPase pH: -1; RTF Ca sens inh: -4; Wnt act: -2; MOR-DOR ag: 2.2; MOR-DOR inv ag: -12; C-LANA FP: -3.6

3 entries picked at random from the list so far:
How did CCC(C)(C)n1nnnc1C(c1cc2cc(OC)ccc2[nH]c1=O)N1CCc2ccccc21 (centres undefined) do in these assays?
DSG3 Ab inh: 102; Arrestin-AP2 inh: 18; cardiac RTF act: -3; Keap1-Nrf2 PPI: 0; RTF Ca sens inh: -7; MOR-DOR ag: 7.1; MOR-DOR inv ag: -38; C-LANA FP: 0.0

How did Cc1cn(C2CCCCC2)c(=O)[nH]c1=O do in these assays?
DSG3 Ab inh: 88; Arrestin-AP2 inh: 5; cardiac RTF act: -6; Keap1-Nrf2 PPI: -6; V-ATPase pH: -3; RTF Ca sens inh: 1; Wnt act: -3; MOR-DOR ag: -2.0; MOR-DOR inv ag: 10; C-LANA FP: 0.1

What do the screens show for `CCN(c1ccccc1)S(=O)(=O)c1cc(C(=O)OCC(=O)c2c(N)n(C)c(=O)n(C)c2=O)ccc1C`?
DSG3 Ab inh: 100; Arrestin-AP2 inh: 7; cardiac RTF act: -2; Keap1-Nrf2 PPI: -6; V-ATPase pH: -1; RTF Ca sens inh: 0; Wnt act: 0; MOR-DOR ag: -0.9; MOR-DOR inv ag: 3; C-LANA FP: 0.7

More entries follow.
How did Cc1cc(NC(=O)CSc2nc3ccccc3c(=O)n2CCCC(=O)NCc2ccco2)n[nH]1 do in these assays?
DSG3 Ab inh: 98; Arrestin-AP2 inh: -1; cardiac RTF act: 3; Keap1-Nrf2 PPI: -1; V-ATPase pH: -1; RTF Ca sens inh: -4; MOR-DOR ag: -2.1; MOR-DOR inv ag: 10; C-LANA FP: 0.2

How did O=C1CCCN2N=C(SCC(=O)Nc3ccc(OC(F)(F)F)cc3)SC2=N1 do in these assays?
DSG3 Ab inh: 92; Arrestin-AP2 inh: -6; cardiac RTF act: -1; Keap1-Nrf2 PPI: 3; V-ATPase pH: 5; RTF Ca sens inh: -20; Wnt act: -7; MOR-DOR ag: 3.8; MOR-DOR inv ag: -24; C-LANA FP: 0.1

How did CCC(=O)Nc1ccc(-c2nnc(SCC(=O)Nc3nccs3)n2C)cc1 do in these assays?
DSG3 Ab inh: 96; Arrestin-AP2 inh: -15; cardiac RTF act: -5; Keap1-Nrf2 PPI: 2; V-ATPase pH: 1; RTF Ca sens inh: -3; MOR-DOR ag: -3.1; MOR-DOR inv ag: 14; C-LANA FP: 0.6

How did O=C(NCCS(=O)(=O)c1ccc(Br)cc1)c1ccccc1 do in these assays?
DSG3 Ab inh: 109; Arrestin-AP2 inh: 5; cardiac RTF act: -3; Keap1-Nrf2 PPI: -2; V-ATPase pH: -1; RTF Ca sens inh: 0; Wnt act: 1; MOR-DOR ag: -3.2; MOR-DOR inv ag: 10; C-LANA FP: -1.5

What do the screens show for `Clc1ccc2nc3c4ccccc4cnn3c2c1`?
DSG3 Ab inh: 90; Arrestin-AP2 inh: -3; cardiac RTF act: -6; Keap1-Nrf2 PPI: 3; V-ATPase pH: 2; RTF Ca sens inh: 12; Wnt act: inconclusive; MOR-DOR ag: -1.2; MOR-DOR inv ag: 6; C-LANA FP: -1.6

Results for CNc1nc(-c2ccccc2)nc(-c2ccccc2)c1C#N ?
DSG3 Ab inh: 106; Arrestin-AP2 inh: 16; cardiac RTF act: 8; Keap1-Nrf2 PPI: 2; V-ATPase pH: 1; RTF Ca sens inh: 3; MOR-DOR ag: 0.7; MOR-DOR inv ag: -4; C-LANA FP: 0.0

How did COc1ccccc1NS(=O)(=O)c1cc(NC(=O)Nc2ccccc2)ccc1N1CCCCC1 do in these assays?
DSG3 Ab inh: 118; Arrestin-AP2 inh: -10; cardiac RTF act: -2; Keap1-Nrf2 PPI: 2; V-ATPase pH: 4; RTF Ca sens inh: -3; Wnt act: -2; MOR-DOR ag: 6.0; MOR-DOR inv ag: -32; C-LANA FP: -1.3

How did O=C(NNC(=S)NCc1ccc(Cl)cc1)c1ccc(Br)o1 do in these assays?
DSG3 Ab inh: 95; Arrestin-AP2 inh: 40; cardiac RTF act: 1; Keap1-Nrf2 PPI: 4; V-ATPase pH: 0; RTF Ca sens inh: 5; Wnt act: -1; MOR-DOR ag: -3.9; MOR-DOR inv ag: 18; C-LANA FP: 2.4

What do the screens show for `Cc1cccc(NC(=O)CN2C(=O)N/C(=C\c3ccccc3OCc3ccc(C(=O)O)cc3)C2=O)c1`?
DSG3 Ab inh: 106; Arrestin-AP2 inh: 19; cardiac RTF act: -3; Keap1-Nrf2 PPI: 2; V-ATPase pH: 0; RTF Ca sens inh: -8; Wnt act: -2; MOR-DOR ag: -3.8; MOR-DOR inv ag: 20; C-LANA FP: -0.2

Results for Cc1c(Cl)cccc1NC(=S)NN ?
DSG3 Ab inh: 100; Arrestin-AP2 inh: -6; cardiac RTF act: 0; Keap1-Nrf2 PPI: 1; V-ATPase pH: 0; RTF Ca sens inh: -4; Wnt act: 0; MOR-DOR ag: 2.3; MOR-DOR inv ag: -12; C-LANA FP: 0.2

Results for CCc1cccc(C)c1NC(=O)CN1C(=O)NC(Cc2ccccc2)C1=O (centres undefined) ?
DSG3 Ab inh: 104; Arrestin-AP2 inh: 9; cardiac RTF act: 2; Keap1-Nrf2 PPI: -2; V-ATPase pH: 0; RTF Ca sens inh: -7; Wnt act: -4; MOR-DOR ag: -1.2; MOR-DOR inv ag: 6; C-LANA FP: -3.5

How did CC(C)COc1ccc(-c2nn(-c3ccccc3)cc2CO)cc1 do in these assays?
DSG3 Ab inh: 97; Arrestin-AP2 inh: 6; cardiac RTF act: 3; Keap1-Nrf2 PPI: -2; V-ATPase pH: -1; RTF Ca sens inh: -7; Wnt act: -1; MOR-DOR ag: 8.8; MOR-DOR inv ag: -40; C-LANA FP: -0.6

How did O=C(ON=C1CCN(S(=O)(=O)c2ccccc2)CC1)c1cccc(Cl)c1 do in these assays?
DSG3 Ab inh: 101; Arrestin-AP2 inh: -5; cardiac RTF act: -2; Keap1-Nrf2 PPI: 2; V-ATPase pH: 2; RTF Ca sens inh: 7; Wnt act: -3; MOR-DOR ag: -1.8; MOR-DOR inv ag: 10; C-LANA FP: -0.6

How did CCOc1ccc(C(=O)/C=C/c2ccc(SC)cc2)cc1 do in these assays?
DSG3 Ab inh: 95; Arrestin-AP2 inh: 7; cardiac RTF act: -1; Keap1-Nrf2 PPI: -1; V-ATPase pH: -1; RTF Ca sens inh: -6; Wnt act: 0; MOR-DOR ag: 1.2; MOR-DOR inv ag: -6; C-LANA FP: -0.4
